CIT2-GFP yeast – modulators of TOR pathway CIT2-GFP in S. cerevisiae. S. cerevisiae CIT2-GFP strain, flow cytometry, 3 h; 100 means same as DMSO wells. GFP response vs DMSO, % at 10 µM. actives 0.065% (n = 320,000). AID 2029;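 active means GFP response relative to DMSO above a set limit, near the screen mean plus 3 SD, cut at about 150% in these data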;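 further: ratio of well median GFP fluorescence to mean of DMSO wells on the plate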
LAP4-GFP MLPCN – yeast TOR pathway LAP4-GFP modulation. S. cerevisiae LAP4-GFP multiplex, flow cytometry GFP, 3 h; median GFP as percent of DMSO wells. GFP response vs DMSO, % at 10 µM. actives 0.34% (n = 320,000). AID 2023;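 active means GFP response vs DMSO above a set limit, about the screen mean plus 3 SD, cut at about 150% in these data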
AHR activator – human AHR activation | P35869 | AHR-responsive luciferase reporter cells, luminescence | activation, % at 5 µM | actives 2.5% (n = 320,000); in the data active means activation above about 47%;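 further: 0% = vehicle wells and 100% = reference agonist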
RPL19A-GFP yeast – yeast TOR pathway RPL19A-GFP modulation. percent response vs DMSO, % at 10 µM. AID 2025. actives 0.3% (n = 330,000). S. cerevisiae RPL19A-GFP strain, flow cytometry, 3 h; active compounds read low;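 active means percent response vs DMSO below 50%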;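 further: median channel GFP fluorescence of the barcoded RPL19A-GFP strain; ratio of sample median GFP to plate DMSO average so 100% = DMSO; lower means less RPL19A-GFP as with rapamycin TOR inhibition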
procasp3 activ – activates human procaspase-3 | activation, % at 8.5 µM | actives 0.11% (n = 330,000) | recombinant procaspase-3 D3A, Ac-DEVD-pNA absorbance 405 nm | P42574;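 active means activation above the mean of all tested compounds plus 3 SD, cut at about 21% in these data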;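 further: 0% = DMSO alone and 100% = DMSO wells spiked with extra 5 µM PC-3 D3A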
Target sequence (P42574 whole entry D9A/D28A/D175A): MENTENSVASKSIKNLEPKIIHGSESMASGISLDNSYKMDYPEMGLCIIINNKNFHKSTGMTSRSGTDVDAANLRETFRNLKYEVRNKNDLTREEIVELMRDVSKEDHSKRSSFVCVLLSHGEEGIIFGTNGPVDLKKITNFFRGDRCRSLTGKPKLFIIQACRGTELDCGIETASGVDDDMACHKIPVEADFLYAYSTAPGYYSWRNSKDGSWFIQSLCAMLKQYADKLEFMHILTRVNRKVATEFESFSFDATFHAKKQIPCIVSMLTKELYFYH
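Compound: 8.5 µM single point, 0.8% DMSO / Material: Autoprocessing-dead procaspase-3 D3A mutant enzyme / Timing: 1 h preincubation plus 2 h reaction at 25 °C / Medium: Zinc-free HEPES/NaCl buffer with 0.01% Triton X-100 at pH 7.4 / Technique: 405 nm absorbance of p-nitroaniline, reads at 0 and 120 min / Repeats: one well per compound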
AGP1-GFP MLPCN – alters AGP1-GFP fluorescence in TOR pathway yeast screen; S. cerevisiae AGP1-GFP multiplex flow cytometry, 3 h; GFP as percent of DMSO wells; GFP response vs DMSO, % at 10 µM; actives 0.02% (n = 320,000);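 active means GFP response relative to DMSO above a set limit, near screen average plus 3 SD, cut at about 150% in these data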;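 further: median GFP channel fluorescence of the gated AGP1 strain per well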
procasp7 counter – activates human procaspase-7, counter-screen for procaspase-3 activators | AID 463210 | recombinant procaspase-7, Ac-DEVD-pNA absorbance 405 nm; D23A/D198A/D206A triple mutant, cannot self-cleave; scale: DMSO 0, 5 µM enzyme 100 | activation, % at 8.5 µM | actives 0.093% (n = 330,000);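 active means percent activation above the screen-wide mean plus 3 SD, cut at about 25% in these data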
Target sequence (P55210 whole entry D23A/D198A/D206A): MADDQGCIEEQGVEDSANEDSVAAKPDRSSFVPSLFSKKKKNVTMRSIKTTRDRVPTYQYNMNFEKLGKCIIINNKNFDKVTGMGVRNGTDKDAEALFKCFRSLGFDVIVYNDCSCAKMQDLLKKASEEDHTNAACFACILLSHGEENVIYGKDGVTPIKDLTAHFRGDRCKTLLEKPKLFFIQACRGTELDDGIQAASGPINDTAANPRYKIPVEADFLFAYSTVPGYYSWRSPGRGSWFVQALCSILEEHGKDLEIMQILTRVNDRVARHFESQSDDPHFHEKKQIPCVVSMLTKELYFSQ
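Assay system: Uncleavable procaspase-7 mutant enzyme; Input: 2 µM procaspase-7 mutant as dispensed; Also added: DEVD-pNA substrate; Medium: Zinc-free HEPES pH 7.4 with 300 mM NaCl, 0.01% Triton X-100; Timing: 1 h compound preincubation, 2 h substrate cleavage, 25 °C; Measured by: Epi-absorbance of released pNA at 405 nm, two timepoints.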
MEP2 TOR yeast – yeast TOR pathway MEP2-GFP modulation. AID 2016. S. cerevisiae MEP2-GFP strain, flow cytometry GFP, 3 h; 100% = DMSO control level. GFP response vs DMSO, % at 10 µM. actives 0.51% (n = 330,000);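 active means GFP response versus DMSO above a set limit, roughly screen mean plus 3 SD, cut at about 180% in these data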;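 further: median GFP fluorescence of the barcode-gated MEP2-GFP cells per well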
* marks the source's active call; other numbers are inactive results; · = no result given. Not a hit list. About 3.5% of those tested had a hit in this group.

SMILES | CIT2-GFP yeast | LAP4-GFP MLPCN | AHR activator | RPL19A-GFP yeast | procasp3 activ | AGP1-GFP MLPCN | procasp7 counter | MEP2 TOR yeast
Cc1csc(NC(=O)c2ccc(Cl)nc2)n1 | 109.4 | 104.2 | 21.1 | 101.8 | 0.5 | 103.2 | 0.4 | 105.5
O=C1C(=O)N(CCN2CCOCC2)C(c2ccc([N+](=O)[O-])cc2)/C1=C(/O)c1ccc2c(c1)OCO2 (stereo not drawn) | 112.9 | 71.1 | -0.2 | 103.8 | -3.7 | 93.5 | -16.6 | 79.7
COc1ccc(NC(=O)c2cc(C)n(Cc3cccs3)c2C)cc1 | 93.9 | 102.0 | -0.7 | 96.6 | -4.2 | 105.2 | 1.5 | 94.4
CCOC(=O)Cc1cc(=O)n2[nH]cc(-c3ccc(Cl)cc3)c2n1 | 105.1 | 103.0 | 8.4 | 96.2 | -8.3 | 105.2 | -2.2 | 99.3
O=C1CN(C(=O)COc2ccc(F)cc2Cl)c2ccccc2N1 | 94.6 | 100.7 | -10.4 | 101.0 | 2.2 | 100.0 | 10.2 | 103.5
CC1(C)Cc2ccccc2C(=NC(Cc2c[nH]c3ccccc23)C(=O)O)N1 (stereo not drawn) | 102.1 | 93.8 | 8.9 | 102.6 | -7.5 | 96.4 | 9.3 | 107.0
COc1c[nH]n(-c2ccccc2)c(=O)c1=O | 103.3 | 106.8 | -0.3 | 96.1 | 10.0 | 105.7 | 4.1 | 97.2
FC(F)(F)c1ccc(/C=N/N2CCN(Cc3cccc4ccccc34)CC2)cc1 | 104.3 | 98.7 | -0.5 | 94.2 | -0.9 | 68.8 | 7.1 | 100.4
O=S(=O)(Nc1ccccc1)c1cccc2nsnc12 | 96.0 | 82.2 | 5.2 | 93.1 | 5.8 | 88.3 | 7.8 | 88.5
CCCN1C(=O)c2[nH]nc(-c3cc(Cl)c(C)cc3O)c2C1c1ccc(O)c(OC)c1 (stereo not drawn) | 112.1 | 98.5 | 4.8 | 97.8 | 6.8 | 101.1 | -11.0 | 96.2
Cc1ccc(NC(=O)N2CCC(C(=O)NCCC3=CCCCC3)CC2)cc1 | 85.3 | 94.5 | -0.4 | 93.6 | -2.8 | 87.2 | -6.1 | 94.0
Cc1ccc(C)c(NC(=O)c2nnn(Cc3ccccc3C)c2N)c1 | 95.7 | 101.0 | 8.0 | 96.6 | -5.0 | 100.7 | 5.9 | 94.1
CCCCCCCN1CCN=C1N(C)C | 110.0 | 101.6 | 1.8 | 106.0 | -1.5 | 96.6 | -1.3 | 92.5
CCN(CC)CCCNC(=O)CSc1c2c(nc3cc(Cl)ccc13)CCCC2 | 102.9 | 94.2 | 7.0 | 104.7 | 0.1 | 100.7 | 7.4 | 99.4
O=C(Nc1cccc(Cl)c1)c1cccc(Oc2ccc([N+](=O)[O-])cc2Cl)c1 | 96.7 | 99.0 | -2.6 | 105.6 | 5.7 | 96.9 | -2.6 | 95.7
O=C(NCCNc1ccc([N+](=O)[O-])cc1)c1ccc(Cl)cc1 | 105.6 | 102.7 | -2.9 | 108.4 | -4.0 | 114.5 | 8.0 | 109.2
CC1CCN(S(=O)(=O)c2cccc(C(=O)NCC3CCCO3)c2)CC1 (stereo not drawn) | 111.8 | 77.6 | -0.9 | 104.1 | -1.8 | 94.4 | 5.9 | 96.0
CN(C(=O)COC(=O)c1cc(=O)[nH]c2ccccc12)c1c(N)n(Cc2ccccc2)c(=O)[nH]c1=O | 108.9 | 97.1 | 0.7 | 100.3 | -9.3 | 103.8 | 0.1 | 102.5
COc1ccc(C(NC(=O)C(C)(C)C)NC(=O)C(C)(C)C)cc1 | 90.0 | 106.4 | -0.5 | 104.3 | 6.8 | 105.4 | -4.9 | 98.8
Cc1ccc2ccc(C3C(=O)c4ccccc4C3=O)nc2c1 | 102.7 | 115.9 | 58.0* | 95.6 | -0.4 | 100.9 | 2.4 | 116.2
CCCn1c(Cc2ccccc2)n[nH]c1=S | 103.6 | 98.4 | -0.9 | 97.0 | -5.7 | 105.1 | -19.6 | 101.3
O=C(OCC(=O)N(C1CCCCC1)C1CCCCC1)c1ccco1 | 101.0 | 97.4 | -4.1 | 97.1 | 4.2 | 91.3 | -1.5 | 93.8
CC1CN(CCOc2ccccc2-c2ccccc2)CC(C)O1 (stereo not drawn) | 109.5 | 90.3 | 3.1 | 122.2 | -0.6 | 105.6 | 2.3 | 118.6
CCN(CC(=O)Nc1c(F)cccc1F)C(=O)Cc1ccc(OC)c(S(=O)(=O)N2CCOCC2)c1 | 102.3 | 101.8 | 3.3 | 97.8 | 10.6 | 107.8 | 5.2 | 98.9
C[C@H](CO)N1C[C@H](C)[C@@H](CN(C)C(=O)Nc2ccccc2)Oc2c(NC(=O)NC3CCCCC3)cccc2C1=O | 90.2 | 85.1 | 1.3 | 96.4 | -1.3 | 89.9 | -0.3 | 90.4
O=c1c2ccccc2cnn1Cc1n[nH]c(=S)n1-c1cc(Cl)cc(Cl)c1 | 115.6 | 110.8 | 0.4 | 119.3 | 2.5 | 115.8 | -0.1 | 103.8
C/C(=N\NS(=O)(=O)c1ccc(Cl)cc1)c1ccc(NC(=O)c2ccco2)cc1 | 95.8 | 94.4 | 15.8 | 101.3 | -7.9 | 94.3 | -9.7 | 102.3
Cc1cc(C(=O)CCl)c(C)n1CC1COc2ccccc2O1 (stereo not drawn) | 79.8 | 90.1 | 0.7 | 107.8 | 4.8 | 114.1 | 10.0 | 129.5
CCCC(O)(CCC)C(=O)NN(C(=O)CCl)c1ccccc1 | 115.5 | 94.8 | -0.4 | 109.0 | 7.6 | 111.0 | 0.3 | 107.0
Cc1cccc(/C=C2\Oc3cc(OS(C)(=O)=O)ccc3C2=O)c1 | 93.5 | 87.1 | 6.2 | 97.0 | 7.2 | 90.8 | -0.2 | 93.6
COc1ccc(C2/C(=C(/O)c3ccccc3)C(=O)C(=O)N2CO)cc1 (stereo not drawn) | 111.0 | 101.7 | -7.3 | 98.7 | -5.8 | 104.1 | -0.1 | 97.7
Cc1ccc(NC(=O)CCNS(=O)(=O)c2cc(Br)cnc2N)cc1Cl | 99.0 | 102.2 | 1.5 | 103.1 | -0.6 | 104.9 | 6.9 | 102.8
CC(NCCO)C(=O)C12CC3CC(CC(C3)C1)C2 (stereo not drawn) | 103.0 | 91.2 | -3.8 | 95.5 | -3.1 | 95.6 | 13.5 | 98.3
COc1ccc(NS(=O)(=O)c2cccc(C(=O)NC3CCC(O)CC3)c2)cc1 (stereo not drawn) | 97.4 | 105.1 | -1.7 | 98.7 | 6.4 | 97.4 | 0.9 | 100.0
CCN(C(=O)COC(=O)c1cnc(C)cn1)C1CCS(=O)(=O)C1 (stereo not drawn) | 99.4 | 100.9 | -1.1 | 90.8 | -7.1 | 102.0 | 22.2 | 89.5
Cn1c(SCc2nnc(-c3ccccc3Br)o2)nc2sc3c(c2c1=O)CCC3 | 96.6 | 110.5 | -2.3 | 95.0 | 0.0 | 100.0 | 10.2 | 99.1
CCc1noc(C)c1C(=O)Nc1ccc(S(=O)(=O)N2CCCC(C)C2)cc1 (stereo not drawn) | 105.0 | 108.2 | -2.1 | 99.3 | 3.2 | 102.7 | 6.0 | 103.9
CN(C)C(=O)c1noc2cc([N+](=O)[O-])ccc12 | 89.0 | 88.2 | -0.4 | 89.3 | 0.4 | 81.8 | 7.4 | 97.0
COc1ccc(NC(=S)Nn2cnnc2)c(OC)c1 | 102.6 | 86.8 | · | 108.3 | · | 92.1 | · | 100.0
Cc1nn(CC(=O)N/N=C/c2ccc(F)cc2)c(C)c1[N+](=O)[O-] | 98.1 | 102.9 | 1.8 | 93.7 | -12.5 | 91.3 | -0.8 | 101.0
O=C1[C@H]2[C@@H](c3ccc(F)cc3)N3C(=O)N(c4cccc(Cl)c4)C(=O)[C@@]3(Cc3ccc(Cl)cc3)[C@H]2C(=O)N1C1CCCCC1 | 102.1 | 122.3 | -0.4 | 99.8 | -0.5 | 80.8 | -2.5 | 93.0
COc1ccc(/C=N/Nc2cc(N3CCOCC3)nc(C)n2)c(OC)c1 | 100.0 | 89.2 | 69.5* | 96.8 | -5.5 | 99.9 | 8.0 | 103.5
COc1nc(OCC#N)nc(N(C)C)n1 | 95.4 | 103.2 | 0.2 | 97.3 | -3.0 | 99.8 | 3.5 | 104.7
NS(=O)(=O)c1ccc(NC(=O)COC(=O)Cc2ccc(Cl)cc2)cc1 | 100.7 | 100.8 | 0.4 | 94.4 | -0.8 | 102.6 | 0.2 | 98.2
Cc1ccc(N2CC(C(=O)Nc3ccccc3N3CCCC3)CC2=O)cc1 (stereo not drawn) | 96.7 | 99.9 | 4.1 | 92.8 | 0.7 | 100.8 | -4.7 | 100.7
C=CCn1c(SCC(=O)c2c(N)n(C)c(=O)n(C)c2=O)nnc1-c1ccncc1 | 97.0 | 101.5 | 0.1 | 97.9 | -4.3 | 103.3 | 8.4 | 101.4
Cc1ccc(O)c(NC(=O)c2cc(-c3cccs3)on2)c1 | 102.9 | 113.3 | -2.4 | 101.9 | 2.8 | 106.5 | 5.7 | 109.6
CN(C1=NC(=O)C(CC(=O)O)S1)c1ccc(O)cc1 (stereo not drawn) | 97.1 | 99.7 | 3.7 | 100.7 | 2.3 | 103.5 | -0.3 | 104.3
O=C(/C=C/c1ccco1)NCC1CCCO1 (stereo not drawn) | 101.1 | 98.4 | 1.2 | 96.0 | -12.1 | 100.5 | -23.3 | 102.1
Cc1nc(N2CCC(C(N)=O)CC2)c2c(-c3cccs3)csc2n1 | 91.9 | 93.7 | 0.6 | 100.8 | -6.9 | 92.8 | 13.9 | 102.8
O=C1CN(C(=O)C2CC2)c2ccccc2N1 | 96.5 | 82.1 | 0.0 | 96.0 | -0.6 | · | 3.4 | 88.6
COCCNc1nc2c(-c3cccc(C(F)(F)F)c3)nnn2c2ccccc12 | 96.8 | 106.3 | 25.2 | 94.9 | 1.6 | 94.4 | 1.3 | 114.4
COc1ccc(OCCCN2CCCCCC2)cc1 | 106.3 | 103.2 | 1.3 | 99.1 | 3.5 | 100.7 | 4.2 | 102.3
CCCCN(CCCC)Cc1cc2ccccc2c2c1COC2 | 94.5 | 95.6 | 5.3 | 98.9 | 6.7 | 99.8 | -5.2 | 95.5

Screens from PubChem.
